Pf growth 96h: Primary qHTS for delayed death inhibitors of the malarial parasite plastid, 96 hour incubation | P. falciparum luciferase reporter growth, 96 h | Potency, µM (top dose mostly 28.7 µM), inactives show at the highest dose activity change, negative = inhibition, most hits filed as inhibitors | 320,000 compounds, 6.9% hits; note: potency is the fitted concentration of half-maximal effect; % is set by controls: 0 for no effect and ±100 for the full control effect
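Compounds incubated with erythrocytes infected by luciferase-expressing P. falciparum (2% hematocrit, 0.05% parasitemia final) for 96 hours, 37 C in 5% CO2. Growth inhibition scored as decreased luciferase luminescence.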
LmPK inh: qHTS Assay for Inhibitors of Leishmania Mexicana Pyruvate Kinase (LmPK); Q27686; purified LmPK, Kinase-Glo ATP luminescence, 1 h; Potency, µM (highest dose often 57.5 µM), without a hit: at the highest dose activity change, negative = inhibition, most hits filed as inhibitors; 290,000 compounds, 0.37% hits; AID 1721, 2009; note: potency is the fitted concentration of half-maximal effect; % is set by controls: 0 for no effect and ±100 for the full control effect
Target sequence (Q27686 whole entry, looked up): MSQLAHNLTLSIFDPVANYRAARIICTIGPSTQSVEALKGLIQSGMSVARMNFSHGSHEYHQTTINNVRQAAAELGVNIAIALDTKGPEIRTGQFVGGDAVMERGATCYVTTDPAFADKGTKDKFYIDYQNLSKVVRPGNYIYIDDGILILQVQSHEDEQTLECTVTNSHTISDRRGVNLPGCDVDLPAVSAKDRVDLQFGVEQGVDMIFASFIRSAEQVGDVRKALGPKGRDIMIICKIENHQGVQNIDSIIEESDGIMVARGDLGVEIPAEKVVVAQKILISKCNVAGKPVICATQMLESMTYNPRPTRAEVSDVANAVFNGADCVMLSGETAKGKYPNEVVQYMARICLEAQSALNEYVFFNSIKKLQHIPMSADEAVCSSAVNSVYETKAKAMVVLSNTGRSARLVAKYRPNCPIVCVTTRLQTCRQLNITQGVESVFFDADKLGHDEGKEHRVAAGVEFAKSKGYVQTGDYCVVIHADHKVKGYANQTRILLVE
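ATP generated from ADP (0.1 mM) and PEP (0.5 mM) by 0.1 nM LmPK over 1 h at room temperature (pH 7.2 imidazole buffer) was detected by coupled luciferase luminescence. Values were normalized to uninhibited and no-enzyme wells.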
Tb PYK inh: qHTS of Trypanosoma Brucei Inhibitors; pyruvate kinase (Trypanosoma brucei), Q57TT1; TbPYK enzyme, Kinase-Glo Plus ATP luminescence, 45 min; Potency, µM (titrated, usually from 76.8 µM), for inactives: top-dose activity, negative = inhibition, usual class: inhibitors; 410,000 compounds, 0.12% hits; note: potency is the fitted concentration of half-maximal effect; % is set by controls: 0 for no effect and ±100 for the full control effect; nearly all actives have a fitted effect of over 50% in size
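Assay buffer: 50 mM TEA pH 7.2, 100 mM KCl, 10 mM MgCl2, 0.05% BSA, 0.01% Tween-20. Pyruvate kinase from T. brucei plus substrate met compound, then ADP (130 uM final). Luminescence was read post 45 min RT.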
CHX counter: Cycloheximide Counterscreen for Small Molecule Inhibitors of Shiga Toxin; cell reporter, cycloheximide protein synthesis inhibition counterscreen; max response, %; 300,000 compounds, 12% hits; AID 2314, 2010; in the data active = max response mostly above about 13%, no sharp cut-off; inactive = mostly below about 14%; note: read at 38.3 µM for the half of the compounds with a filed dose; 0% is about no effect
AMA1-RON2 inh: qHTS for Inhibitors of AMA1-RON; Towards Development of Antimalarial Drug Lead: Primary Screen. Plasmodium falciparum AMA1 (3D7) - RON2 peptide interaction. AlphaScreen AMA1-biotinylated RON2 peptide binding. Potency, µM (top dose mostly 58.2 µM), inactives show at the highest dose activity change, negative = inhibition, hits mostly inhibitors. 360,000 compounds, 0.2% hits. AID 720542, 2013;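 note: potency is the fitted concentration of half-maximal effect; 0% = vehicle wells and -100% = peptide control; nearly all actives have a fitted effect of over 45% in size; some results filed as inactive show a strong effect at the top dose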
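AMA1 (3D7) with his tag at 25 nM final met compounds first, then biotinylated RON2 peptide at 25 nM; detection used donor plus acceptor beads, 10 µg/mL apiece, read by AlphaScreen after 30 min at room temperature.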
Shiga inhibitor: A qHTS for Small Molecule Inhibitors of Shiga Toxin; Vero cells, Shiga toxin protein synthesis inhibition reporter; inhibition, % at 38.7 µM; 290,000 compounds, 9.2% hits; in the data active = inhibition mostly above about 28%, no sharp cut-off; inactive = mostly below about 43%; note: 0% is about no effect
Pf growth 48h: Primary qHTS for delayed death inhibitors of the malarial parasite plastid, 48 hour incubation | P. falciparum luciferase growth in erythrocytes, 48 h | Potency, µM (series often up to 28.7 µM), without a hit: at the highest dose activity change, negative = inhibition, most hits filed as inhibitors | 310,000 compounds, 5.9% hits; note: potency is the fitted concentration of half-maximal effect; % is set by controls: 0 for no effect and ±100 for the full control effect
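Compounds are pin-transferred into medium, infected erythrocytes (2% hematocrit, 0.1% parasitemia final) are added, and plates sit one parasite generation at 37 C in 5% CO2. Detection reagent is then added and luminescence measured.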
* = called active by the depositor; i = inactive; ? = inconclusive; nt = no result given; [ ] = dose if it differs, or a comment. Unless noted, calls come from the whole dose curve; as a rule, active = well fitted curve in the direction sought with a large enough effect; inconclusive = small, poorly fitted or top-dose-only effect, or another doubt; inactive = no such curve, though single readings can be large; an effect the other way counts as inactive or inconclusive.

item | compound | AMA1-RON2 inh | Pf growth 96h | Tb PYK inh | CHX counter
1 | COc1ccc(NC(=S)N2CCN(c3ccccc3)CC2)c(OC)c1 | -23% | 14% | 3% | -4
2 | O=C1OC(/C=C/c2ccccc2)=NC/1=C/c1ccco1 | -2% | 42%[activator] | -3% | -1
3 | COc1ccc(/C=C/C(=O)OCC(=O)NCc2ccco2)cc1OC | 16% | -2% | -3% | -3
4 | Cc1ccc(N(C(=O)c2csnn2)C(C(=O)NC2CCCCC2)c2ccncc2)c(C)c1 (centres undefined) | -10% | ? | -1% | -2
5 | CC1CCCCC1NC(=O)COC(=O)COc1ccccc1Cl (centres undefined) | -15% | 10% | -16% | 8
6 | Cc1nonc1NC(=O)c1ccccc1Br | -18% | -15% | 2% | 6
7 | COc1cccc(CN2CCN(Cc3nc(-c4cccs4)oc3C)CC2CCO)c1 (centres undefined) | 4% | ? | 2% | -1
8 | CC(C)(C)c1ccc(C(=O)NC(=O)COC(=O)c2ccco2)cc1 | 10% | 33%[activator] | 3% | nt
9 | Cc1ccc(OCC(=O)Nc2sc3c(c2C#N)CCC3)cc1C | -12% | ? | -3% | -2
10 | C#CCONC(=O)c1cc(OCC(F)(F)F)ccc1OCC(F)(F)F | ? | 21% | 5% | -3
11 | O=c1c2ccccc2nc(-c2ccco2)n1-c1cccnc1 | -4% | 17% | -11% | -4
12 | O=C(Nc1nccs1)c1ccc(NC(=O)c2ccco2)cc1 | 4% | ? | 6% | 47*

item | LmPK inh | Shiga inhibitor | Pf growth 48h
1 | 3% | -19 | 87%[activator]
2 | -5% | -7 | -1%
3 | -1% | 12 | 7%
4 | -3% | 8 | -20%
5 | 7% | 3 | 6%
6 | 0% | 30 | 11%
7 | 7% | -1 | 9.3µM*
8 | nt | nt | 0%
9 | 2% | 16 | 3%
10 | -3% | -14 | 10%
11 | 1% | 19 | 14%
12 | -1% | 86* | 148%[activator]

More entries:
item | compound | AMA1-RON2 inh | Pf growth 96h | Tb PYK inh | CHX counter
13 | C=CCOc1ccc2c(OC)c3ccoc3nc2c1OC | -1% | ? | 0% | 26*
14 | COc1ccccc1-c1nc(C(F)(F)F)c(OC)o1 | 0% | ? | -9% | -2
15 | CC(=O)/C(=N/Nc1ccccc1)N1CCOCC1 | -6% | 31% | 2% | -1
16 | CCC1CSC(=Nc2ccc(C)cc2)N1C(=O)CN1C(=O)NC2(CCCC2)C1=O (centres undefined) | 3% | -45% | 3% | 34*
17 | Cc1ccc(C(=O)NC2(C(F)(F)F)N=C3SCCN3C2=O)cc1 (centres undefined) | 44%[activator] | -1% | 0% | 8
18 | Cc1cccc(NC(=O)c2ccc(F)c(S(=O)(=O)NCc3ccco3)c2)c1 | 6% | ? | -12% | 44*
19 | CC(=O)NC1C(=O)N=C(SCc2ccccc2)NC1=O (centres undefined) | 0% | nt | 0% | -5
20 | CCn1cc(C(=O)Nc2ccc(C(=O)N3CCCC3)cc2)c(=O)c2ccc(C)nc21 | nt | ? | nt | 12
21 | COc1cc(/C=C/C(=O)O)ccc1OS(=O)(=O)c1cc(C)ccc1C | -2% | 32%[activator] | 3% | -2
22 | O=C(CC(c1ccccc1)c1ccccc1)NCCOCc1ccccc1 | 5% | ? | -2% | -3
23 | CCOC(=O)C1CCCN(C(=O)Cc2ccc(C)cc2)C1 (centres undefined) | 9% | 1% | -24% | -6
24 | COc1ccc(OCC(=O)Nc2cc(S(=O)(=O)N3CCCCC3)ccc2OC)cc1 | -5% | 0% | 4% | nt

item | LmPK inh | Shiga inhibitor | Pf growth 48h
13 | 2% | 39* | 16%
14 | 3% | 3 | 1%
15 | -2% | -13 | 13%
16 | 1% | 74* | -54%
17 | 3% | 20 | nt
18 | -12% | 84* | 0%
19 | 1% | -16 | 2%
20 | 2% | 20 | 19%
21 | 1% | -4 | -4%
22 | 4% | -1 | 10%
23 | -1% | -14 | nt
24 | nt | nt | -5%

Sorted by SMILES length (high to low): seven of the compounds above.
item | compound | AMA1-RON2 inh | Pf growth 96h | Tb PYK inh | CHX counter
24 | COc1ccc(OCC(=O)Nc2cc(S(=O)(=O)N3CCCCC3)ccc2OC)cc1 | -5% | 0% | 4% | nt
21 | COc1cc(/C=C/C(=O)O)ccc1OS(=O)(=O)c1cc(C)ccc1C | -2% | 32%[activator] | 3% | -2
17 | Cc1ccc(C(=O)NC2(C(F)(F)F)N=C3SCCN3C2=O)cc1 (centres undefined) | 44%[activator] | -1% | 0% | 8
22 | O=C(CC(c1ccccc1)c1ccccc1)NCCOCc1ccccc1 | 5% | ? | -2% | -3
19 | CC(=O)NC1C(=O)N=C(SCc2ccccc2)NC1=O (centres undefined) | 0% | nt | 0% | -5
14 | COc1ccccc1-c1nc(C(F)(F)F)c(OC)o1 | 0% | ? | -9% | -2
15 | CC(=O)/C(=N/Nc1ccccc1)N1CCOCC1 | -6% | 31% | 2% | -1

item | LmPK inh | Shiga inhibitor | Pf growth 48h
24 | nt | nt | -5%
21 | 1% | -4 | -4%
17 | 3% | 20 | nt
22 | 4% | -1 | 10%
19 | 1% | -16 | 2%
14 | 3% | 3 | 1%
15 | -2% | -13 | 13%

Later entries
item | compound | AMA1-RON2 inh | Pf growth 96h | Tb PYK inh | CHX counter
25 | CC(C)Cn1c(Cc2ccccc2)n[nH]c1=S | 13% | 7% | ? | -2
26 | COc1ccc(CNC(=O)COc2cc3c(c4oc(=O)cc(C)c24)CCC(C)(C)O3)cc1OC | -2% | 7.4µM* | 1% | 2
27 | CC(C)(C)c1ccc(Cn2nc(CC(=O)O)c3ccccc3c2=O)cc1 | -9% | -15% | 4% | -4
28 | O=C(Cc1ccc(Br)cc1)OCC(=O)N1CCc2ccccc2C1 | -18% | 399%[activator] | 9% | -3
29 | CC(=O)c1cccc(NC(=O)c2ccc(N(C)S(=O)(=O)c3ccc(C)cc3)cc2)c1 | 27% | 8.3µM* | 1% | -2
30 | C/C(CC(=O)Nc1ccc([N+](=O)[O-])cc1)=N/NC(=O)C1C2CCCCC21 (centres undefined) | 27% | 5% | 5% | 19*
31 | COc1ccccc1NC(=O)C1=C(C)NC(=O)NC1c1cc(C)cs1 (centres undefined) | -8% | ? | -9% | -3
32 | COc1cccc(CN(C)C(=O)c2cccc(NC(=O)CC3SC(N4CCCCC4)=NC3=O)c2)c1OC (centres undefined) | -13% | 9.3µM* | 1% | nt
33 | O=C(NC1C2CC3CC(C2)CC1C3)C1CC1 (centres undefined) | 4% | 27% | -4% | 2
34 | Cc1ccc(Oc2nc3c(c(=O)n(C)c(=O)n3C)n2C)cc1C | -8% | 35%[activator] | 0% | -1
35 | COc1ccc(CCNC(=O)C(=O)NCC2CCCO2)cc1OC (centres undefined) | ? | -13% | -21% | 3
36 | Cc1ccc(C)c(NC(=O)CSc2nc(N)c(NC(=O)c3cccs3)c(=O)[nH]2)c1 | 18% | -14% | -1% | -5

item | LmPK inh | Shiga inhibitor | Pf growth 48h
25 | 11µM* | 13 | -11%
26 | -5% | -5 | 10µM*
27 | 2% | -16 | -18%
28 | 5% | -8 | 14%
29 | -10% | -22 | ?
30 | 0% | 36 | 7%
31 | -4% | -2 | -6%
32 | nt | nt | 10µM*
33 | 12% | -7 | 7.4µM*
34 | 0% | -11 | -12%
35 | -3% | 3 | 9%
36 | 3% | -16 | 10%

New compounds follow
item | compound | AMA1-RON2 inh | Pf growth 96h | Tb PYK inh | CHX counter
37 | O=C(CCN1CCCCC1=O)NC1CCCN(Cc2ccc(Cl)cc2)C1 (centres undefined) | 17% | ? | 4% | 2
38 | CCn1c(=O)oc2cc(NC(=O)CCl)ccc21 | 1% | ? | -1% | 4
39 | COCCn1c(Cc2ccccc2)nnc1SCC(=O)NC1CC1 | 9% | -9% | 0% | 1
40 | NS(=O)(=O)c1ccc(NC(=O)COc2ccc(Cl)cc2)cc1 | 3% | 25% | 1% | -3
41 | Brc1cc(Br)c2ncnc(N3CCCCC3)c2c1 | 1% | ? | 0% | -5
42 | Cc1cc(OCc2nnc(SCC(=O)OC3CCCCC3)o2)ccc1Cl | 4% | -6% | 0% | -5
43 | CCc1nc(CN(C)C(=O)C2CCC(=O)N(Cc3cccc(F)c3)C2)no1 (centres undefined) | -1% | -11% | 2% | 1
44 | O=C(NC1CCN(C(=S)NCCc2ccccc2)CC1)C1CCCCC1 | 0% | 19% | 2% | 11
45 | O=C(COC(=O)CC1CC2CCC1C2)NC(=O)NCc1ccco1 (centres undefined) | -11% | nt | -4% | 5
46 | O=c1cc(O)c2ccccc2n1Cc1ccccc1F | 7% | i | -1% | 9
47 | CCCn1c(-c2ccncc2)n[nH]c1=S | 4% | -8% | ? | -4
48 | O=C(O)c1ccccc1C(=O)c1ccc2c(c1)N(Cc1cccc(F)c1)C(=O)CO2 | 10% | 42%[1.15 µM] | -11% | -2

item | LmPK inh | Shiga inhibitor | Pf growth 48h
37 | 1% | -10 | -11%
38 | 7% | 2 | ?
39 | 2% | 3 | 31%
40 | 0% | -7 | nt
41 | 4% | 17 | -16%
42 | 1% | -9 | 25%
43 | -1% | 16 | -17%
44 | -6% | 20 | -9%
45 | 9% | 13 | 9%
46 | 4% | -5 | -25%
47 | -3% | -6 | 5%
48 | -4% | -5 | 13%

More structures.
item | compound | AMA1-RON2 inh | Pf growth 96h | Tb PYK inh | CHX counter
49 | COc1ccc(Cc2nnc(NC(=O)c3cccc([N+](=O)[O-])c3C)s2)cc1 | -8% | 0.47µM* | 3% | 7
50 | CCOc1ccc(NC(=O)C(C)O)c(NS(=O)(=O)c2ccc(CCNC(C)=O)cc2)c1 (centres undefined) | 2% | -7% | 1% | -2
51 | O=c1cc(CN2CCN(c3ccccc3)CC2)c2c(ccc3ccccc32)o1 | -8% | 10µM* | -14% | -2
52 | Cc1ccc(N2C(=O)C(Cl)=C(Nc3c(C)n(C)n(-c4ccccc4)c3=O)C2=O)cc1 | 0% | ? | -11% | 9
53 | COc1ccc(NS(=O)(=O)c2cccc(C(=O)NNC(=O)c3cccn3C)c2)cc1 | -3% | 7% | 5% | -2
54 | Cc1ccc(Oc2nnc(-c3cccs3)c3ccccc23)cc1 | -22%[2.32 µM] | 82%[activator] | -15% | -1

item | LmPK inh | Shiga inhibitor | Pf growth 48h
49 | 5% | 51 | 57%[activator]
50 | -7% | 1 | -17%
51 | 6% | -5 | 13µM*
52 | 1% | 28 | ?
53 | 0% | 6 | 49%[activator]
54 | 3% | 16 | 16%

From PubChem
